Screens: PubChem, Sanford-Burnham Center for Chemical Genomics
mIAP block: inhibitors of mouse IAP, primary screen, biochemical, luminescence, uHTS | 0.2% of 330,000 active | intestinal alkaline phosphatase [Mus musculus] | AID 2806, 2010 | purified mouse IAP, CDP-Star luminescence, 30 min | inhibition, % at 10 µM;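 active = inhibition of at least 40% at 10 µM in the primary screen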;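 note: plate controls were DMSO with enzyme for no effect and no enzyme wells for full effect; values of inactives mirror those of a sister screen read the other way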
NALP3 yeast inh: NALP3 inflammasome inhibitors in reconstituted yeast, primary screen, luminescence, uHTS | Yeast reconstituted NLRP3/ASC/caspase-1, beta-gal luminescence, 24 h | inhibition, % at 10 µM | 0.39% of 330,000 active | AID 2825, 2010;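 active = inhibition of 50% or more; inactive = inhibition below 50%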;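 note: plate controls were induced DMSO wells for no effect and uninduced yeast grown without galactose for full effect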
beta cell repl: inducers of MIN6 beta-cell proliferation, primary screen, ATP luminescence, uHTS. MIN6 cells proliferation, ATPlite luminescence, 48 h; cells starved in 0.2% serum; 100% = growth in 10% serum. proliferation, % at 10 µM. 0.29% of 330,000 active;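 active = compounds whose signal lies at least 3.5 SD above the mean of all wells on their plate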;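 note: 0% = DMSO-treated cells in low-serum medium and 100% = 10% serum control; some compounds called inactive have numbers as strong as hits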
hIAP block: human IAP inhibitors, primary screen, biochemical, luminescence, uHTS | Intestinal-type alkaline phosphatase (Homo sapiens), P09923 | purified IAP, CDP-Star luminescence, 30 min | inhibition, % at 10 µM | 0.12% of 330,000 active | AID 2544, 2010;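 active = inhibition reaching a set limit with compound at 10 µM in the primary screen, cut at about 35% in these data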;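 note: plate controls were DMSO wells with enzyme for no effect and no-enzyme buffer wells for full effect; values of inactives mirror those of a sister screen read the other way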
Target sequence (P09923 whole entry, looked up): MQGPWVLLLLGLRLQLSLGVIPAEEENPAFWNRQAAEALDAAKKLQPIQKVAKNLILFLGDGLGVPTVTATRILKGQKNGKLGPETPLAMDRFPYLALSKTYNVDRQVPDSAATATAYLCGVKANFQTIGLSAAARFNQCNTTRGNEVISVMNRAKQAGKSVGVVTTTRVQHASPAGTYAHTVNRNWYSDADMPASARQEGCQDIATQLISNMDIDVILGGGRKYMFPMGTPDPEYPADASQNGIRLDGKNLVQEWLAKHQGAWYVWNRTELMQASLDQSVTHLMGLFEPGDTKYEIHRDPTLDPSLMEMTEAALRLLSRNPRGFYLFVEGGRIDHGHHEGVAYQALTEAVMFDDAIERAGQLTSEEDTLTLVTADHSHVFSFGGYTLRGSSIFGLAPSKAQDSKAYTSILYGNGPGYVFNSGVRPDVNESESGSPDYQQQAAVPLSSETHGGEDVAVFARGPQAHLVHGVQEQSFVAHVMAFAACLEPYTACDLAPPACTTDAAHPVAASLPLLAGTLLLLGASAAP
APOBEC3G inh: APOBEC3G DNA deaminase inhibitors, primary screen, biochemical, fluorescence, single-stranded DNA substrate, uHTS | DNA dC->dU-editing enzyme APOBEC-3G (Homo sapiens), Q9HC16 | recombinant A3G, ssDNA deamination FAM/TAMRA fluorescence | inhibition, % at 20 µM | 0.28% of 330,000 active;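 active = inhibition of at least 40% at 20 µM, with no more than 30% in the related APOBEC3A deaminase screen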;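 note: plate controls were DMSO wells with A3G for no effect and wells lacking A3G enzyme for full effect; some compounds called inactive have numbers as strong as hits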
APOBEC3A inh: APOBEC3A ssDNA deaminase inhibitors, primary screen, selectivity assay for APOBEC3G inhibitor project, biochemical, FAM/TAMRA oligo cleavage fluorescence | DNA dC->dU-editing enzyme APOBEC-3A (Homo sapiens), P31941 | recombinant A3A, FAM/TAMRA ssDNA deamination fluorescence | inhibition, % at 20 µM | 0.41% of 330,000 active;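 active = at least 40% inhibition at 20 µM here, with at most 30% in a related deaminase screen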;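 note: plate controls were A3A with DMSO for no effect and wells lacking A3A enzyme for full effect; some results filed as inactive read as strong as hits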
Target sequence (P31941 whole entry, looked up): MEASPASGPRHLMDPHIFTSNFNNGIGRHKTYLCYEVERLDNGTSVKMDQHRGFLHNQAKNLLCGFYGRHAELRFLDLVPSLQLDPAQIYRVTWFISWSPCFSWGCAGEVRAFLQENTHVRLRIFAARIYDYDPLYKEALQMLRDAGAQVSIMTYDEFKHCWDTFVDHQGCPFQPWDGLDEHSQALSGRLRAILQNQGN
hIAP activ: human IAP activators, primary screen, biochemical, luminescence, uHTS; Intestinal-type alkaline phosphatase (Homo sapiens), P09923; purified human IAP, CDP-Star luminescence, 30 min; active compounds read high; 1 = vehicle-only enzyme, 0 = enzyme-free background; activation factor at 10 µM; 0.16% of 330,000 active;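 active = activation factor of the enzyme at least 2-fold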; note: the source names both 10 and 20 µM as test concentration; values of inactives mirror those of a sister screen read the other way
SENP1 inh: human SENP1 catalytic domain inhibitors, primary screen, biochemical, FRET, uHTS; 0.21% of 360,000 active; Sentrin-specific protease 1 (Homo sapiens), Q9P0U3; inhibition, % at 10 µM; AID 624204, 2012; recombinant SENP1 catalytic domain, CyPet-SUMO1-YPet FRET cleavage;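 active = inhibition at least 30% at 10 µM, raw YFP signal under a set limit, fluorescence ratio 0.5 to 1.5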;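 note: 0% = enzyme with DMSO and 100% = no enzyme wells; some results filed as inactive read as strong as hits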
Target sequence (Q9P0U3 419-644 limits assumed): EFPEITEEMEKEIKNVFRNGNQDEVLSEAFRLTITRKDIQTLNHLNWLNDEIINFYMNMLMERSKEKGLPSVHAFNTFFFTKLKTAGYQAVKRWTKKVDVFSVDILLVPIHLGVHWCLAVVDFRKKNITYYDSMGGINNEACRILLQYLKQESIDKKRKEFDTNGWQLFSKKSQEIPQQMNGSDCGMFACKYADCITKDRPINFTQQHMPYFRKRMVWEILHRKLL
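material = recombinant human SENP1 catalytic domain, His6-tagged | quantity = 20 pM enzyme | reagent = 25 nM SUMO1 FRET substrate | compound dosing = 10 µM single point, 0.5% DMSO | timing = 50 min enzyme reaction, room temperature, light-protected | detection = FRET, CFP and YFP emission | control set = no-enzyme low, enzyme-DMSO high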
mIAP activ: activators of mouse IAP, primary screen, biochemical, luminescence, uHTS; intestinal alkaline phosphatase [Mus musculus]; muIAP, CDP-Star luminescence, 30 min; active compounds read high; 1 = vehicle-only enzyme signal, 0 = enzyme-free wells; activation factor at 10 µM; 0.24% of 330,000 active;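 active = activation factor of at least 2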; note: the source names both 10 and 20 µM as test concentration; values of inactives mirror those of a sister screen read the other way
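Assay system: mouse IAP enzyme; reagent: chemiluminescent substrate CDP-Star; dosing: test compounds delivered from DMSO solution; schedule: 30 min at room temperature; measured by: luminescence from enzymatic CDP-Star hydrolysis; controls: DMSO-only wells and no-enzyme negative control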
* = called active by the depositor; . = no result given. A portion of the library (hit frequency here may not be typical).

Preview (3 entries):
SMILES	mIAP block	NALP3 yeast inh	beta cell repl	hIAP block	APOBEC3G inh	APOBEC3A inh	hIAP activ	SENP1 inh	mIAP activ
NC(=O)C1CCN(C(=O)CSc2nc3c(c(-c4ccccc4)n2)CCCC3)CC1	5	7	0	11	-1	-1	0.89	0	0.95
CCOc1cnc(C(=O)NNC(=O)C(Br)C(C)C)o1 (stereo not given)	36	11	-1	-7	-5	0	1.1	0	0.64
O=C(CSc1nnc2ccc(-c3ccncc3)nn12)c1cccs1	-4	13	0	-5	4	-7	1	-18	1

The list itself, from the first entry:
SMILES	mIAP block	NALP3 yeast inh	beta cell repl	hIAP block	APOBEC3G inh	APOBEC3A inh	hIAP activ	SENP1 inh	mIAP activ
NC(=O)C1CCN(C(=O)CSc2nc3c(c(-c4ccccc4)n2)CCCC3)CC1	5	7	0	11	-1	-1	0.89	0	0.95
CCOc1cnc(C(=O)NNC(=O)C(Br)C(C)C)o1 (stereo not given)	36	11	-1	-7	-5	0	1.1	0	0.64
O=C(CSc1nnc2ccc(-c3ccncc3)nn12)c1cccs1	-4	13	0	-5	4	-7	1	-18	1
CCOc1ccc(N(CC(=O)NC(C)(C)C)C(=O)CCC(=O)Nc2nccs2)cc1	-3	13	-2	-5	-3	0	1.1	2	1
NC(=S)Nc1cccc2[nH]ncc12	-8	0	2	-12	-3	0	1.1	3	1.1
COc1ccc(-c2noc3c2-c2nc(C(C)C)sc2CC3)cc1	2	9	-5	-1	4	1	1	0	0.98
CC1CCCC(C)N1C(=O)COC(=O)C12CC3CC(CC(Cl)(C3)C1)C2 (stereo not given)	1	14	-3	-4	-2	-1	1	1	0.99
Cc1nnc(NC(=O)c2cccc(S(=O)(=O)N3CCCC3)c2)s1	0	-2	2	-18	0	3	1.2	2	0.99
CCC(=O)Nc1ccccc1C(=O)C(=O)Nc1ccccc1	0	11	1	-2	-2	0	1	2	1
CC(Nc1cc(N2CCN(S(C)(=O)=O)CC2)ccc1[N+](=O)[O-])c1ccccc1 (stereo not given)	19	-1	0	7	-10	-4	0.93	1	0.81
Cc1cc(SCC(=O)Nc2ccc(O)cc2)n2ncc(-c3ccccc3)c2n1	-1	-1	-5	1	-4	5	0.99	-1	1
C=CCN(Cc1nc(-c2ccc(OC)c(OC)c2)oc1C)C1CCS(=O)(=O)C1 (stereo not given)	3	-23	-2	-18	-8	-2	1.2	-1	0.97
COc1ccc(OC)c(N(CC(=O)N2CCCCC2)S(=O)(=O)c2ccc(OC)c(OC)c2)c1	3	27	0	-15	2	4	1.1	4	0.97
CC(=O)Nc1ccc(OCC(=O)NCc2ccccc2)cc1	2	12	2	10	-2	0	0.9	2	0.97
[O-]/C(=C(\C(=S)Nc1ccc(SC(F)F)cc1)[n+]1ccccc1)c1cc(Cl)ccc1Cl	22	19	-5	14	-6	1	0.86	0	0.78
O=C(COc1cccc(NC(=O)c2ccccc2)c1)c1ccc(F)cc1	-12	17	0	7	-1	2	0.93	-13	1.1
Cc1ccc(NC(=S)NCCc2ccc(S(N)(=O)=O)cc2)c(C)c1	4	-3	0	-1	-5	0	1	2	0.96
N#CC1=C(N)OC2=C(C(=O)CC(c3ccccc3)C2)C1c1ccoc1 (stereo not given)	-15	14	4	-11	-3	0	1.1	-21	1.2
CN(Cc1cccs1)S(=O)(=O)c1cccs1	0	22	0	12	-6	-3	0.88	3	1
CC(=O)n1cc([C@H]2C=C(C(=O)N3CCOCC3)O[C@@H](OCc3ccc(CO)cc3)C2)c2ccccc21	-3	17	0	-2	13	1	1	-2	1
Cc1ccc(CN2C(=O)CCC2(C)C(=O)NCc2cccnc2)cc1 (stereo not given)	1	14	-3	-13	-2	-1	1.1	0	0.99
COc1ccc(-c2cc(-c3ccccc3)c(C#N)c(=S)[nH]2)cc1	6	2	-5	14	-3	4	0.86	3	0.94
Cc1ccc(-c2csc(N3CCN(S(=O)(=O)c4ccc5c(c4)NC(=O)CO5)CC3)n2)cc1	-2	17	-2	6	2	5	0.94	3	1
Cc1cc(C)n(C(=O)CCCCCCCC(=O)n2nc(C)cc2C)n1	-1	20	1	6	9	5	0.94	1	1
CC(=O)NCCc1nc2cc(NC(=O)Nc3ccccc3)ccc2n1C	0	3	-5	-4	0	1	1	0	1

Shown with each value named: 2 of the compounds above
[O-]/C(=C(\C(=S)Nc1ccc(SC(F)F)cc1)[n+]1ccccc1)c1cc(Cl)ccc1Cl
  mIAP block: 22
  NALP3 yeast inh: 19
  beta cell repl: -5
  hIAP block: 14
  APOBEC3G inh: -6
  APOBEC3A inh: 1
  hIAP activ: 0.86
  SENP1 inh: 0
  mIAP activ: 0.78
COc1ccc(-c2noc3c2-c2nc(C(C)C)sc2CC3)cc1
  mIAP block: 2
  NALP3 yeast inh: 9
  beta cell repl: -5
  hIAP block: -1
  APOBEC3G inh: 4
  APOBEC3A inh: 1
  hIAP activ: 1
  SENP1 inh: 0
  mIAP activ: 0.98

Further results follow:
SMILES	mIAP block	NALP3 yeast inh	beta cell repl	hIAP block	APOBEC3G inh	APOBEC3A inh	hIAP activ	SENP1 inh	mIAP activ
CCCc1cc(=O)[nH]c(SCC(=O)N2N=C(c3ccc(Cl)cc3)CC2c2ccco2)n1 (stereo not given)	27	11	-2	1	-6	-1	0.99	-14	0.73
CC(=O)C(Sc1nnnn1-c1ccc(O)cc1)c1ccccc1 (stereo not given)	-2	-8	-1	-16	-6	0	1.2	1	1
COc1ccc(C)cc1NC(=O)CSc1nnc(-c2ccco2)n1Cc1ccco1	0	-5	2	-4	-5	1	1	3	1
CC(C)=CCc1cc([C@@H]2COc3c(ccc4c3C=CC(C)(C)O4)C2)c(O)cc1O	14	7	-6	-3	-1	3	1	-4	0.86
CC(C)(C)C(=O)C1=C(O)C(=O)N(Cc2ccccc2)C1c1ccccc1Cl (stereo not given)	2	-8	-3	2	-7	-9	0.98	0	0.98
COC(=O)c1ccccc1NC(=O)c1cc(-c2ccco2)on1	8	21	0	13	-3	4	0.87	3	0.92
O=C(Nc1ccc(C(=O)NCCCN2CCN(c3ccc(F)cc3)CC2)cc1)C1=CSCCO1	4	14	-1	2	-3	-1	0.98	0	0.96
Cn1cc(CN2CCCC(CO)C2)c(-c2ccc(Oc3ccccc3)cc2)n1 (stereo not given)	-1	8	-1	3	-8	-4	0.97	0	1
Cn1c(SCC(=O)Nc2nccs2)nnc1-c1ccccn1	1	5	-3	-8	-4	1	1.1	2	0.99
Cc1cc(C(=O)CSc2n[nH]c(N)n2)c(C)n1-c1ccc2c(c1)OCO2	8	7	-4	-33	-1	2	1.3	-13	0.92
O=C1NC2=C(C(=O)CCC2)C(c2ccc([N+](=O)[O-])cc2)N1 (stereo not given)	-1	13	0	5	-6	-1	0.95	0	1
C[C@H]1CCC[C@]2(CC(=O)c3cc(F)ccc3O2)C1	-7	16	0	1	-9	-2	0.99	-4	1.1
CCC(C(=O)N1CCN(C(=O)c2ccco2)CC1)c1ccccc1 (stereo not given)	2	21	2	14	-1	3	0.85	1	0.98
Cc1cnc(C(=O)OCC(=O)c2ccc(C)s2)cn1	2	7	-3	-2	-6	-1	1	1	0.98
CC(NC(=O)C1CCN(S(=O)(=O)c2cc([N+](=O)[O-])ccc2Cl)CC1)c1ccccc1 (stereo not given)	0	1	-4	-8	-7	-4	1.1	2	0.99
COC(=O)C1=C(C)NC2=C(C(=O)CC(C)(C)C2)C1c1cn(Cc2ccc(Br)cc2)nc1-c1ccccc1 (stereo not given)	-8	7	-3	9	-2	-3	0.91	-32	1.1
O=C1c2ccncc2C(=O)N1c1cccc(Cl)c1	1	5	4	-20	1	3	1.2	0	0.99
C=C(C)c1cccc(C(C)(C)NC(=O)NCC2CCCO2)c1 (stereo not given)	-32	14	0	-3	-8	-8	1	3	1.3
Cc1ccc(NC(=O)CSCC#N)cc1	15	-1	-3	9	-8	-2	0.91	1	0.85
Cc1ccc(C(=O)c2c3ccc([N+](=O)[O-])cc3[n+]([O-])n2CCC(N)=O)cc1	5	16	-5	7	-4	5	0.93	.	0.95
COC(=O)C1CCN(C(=O)COC(=O)c2ccc(N3CCCC3=O)cc2)CC1	-6	-8	-2	19	-4	-1	0.81	0	1.1
CCC(C)[C@H](NC(=O)N1CCCCC1)C(=O)OC (stereo not given in full)	-1	12	-1	4	-6	-1	0.96	2	1
C=CCn1c(SCC(=O)Nc2nccs2)nnc1-c1ccco1	10	-6	-1	4	-7	-5	0.96	3	0.9
NC(=O)C1CCN(c2cc(N3CCOCC3)ccc2[N+](=O)[O-])CC1	-10	17	0	-4	-6	0	1	1	1.1
COc1ccc(C(O)c2ncc(C(F)(F)F)cc2Cl)cc1 (stereo not given)	3	32	4	0	-10	-1	1	3	0.97

As entered above:
`CC(C)(C)C(=O)C1=C(O)C(=O)N(Cc2ccccc2)C1c1ccccc1Cl` (stereo not given) | hIAP activ = 0.98
`CCCc1cc(=O)[nH]c(SCC(=O)N2N=C(c3ccc(Cl)cc3)CC2c2ccco2)n1` (stereo not given) | APOBEC3A inh = -1
`C=C(C)c1cccc(C(C)(C)NC(=O)NCC2CCCO2)c1` (stereo not given) | hIAP block = -3
`Cc1ccc(C(=O)c2c3ccc([N+](=O)[O-])cc3[n+]([O-])n2CCC(N)=O)cc1` | mIAP block = 5

Additional compounds:
SMILES	mIAP block	NALP3 yeast inh	beta cell repl	hIAP block	APOBEC3G inh	APOBEC3A inh	hIAP activ	SENP1 inh	mIAP activ
COc1ccc(Cc2nc3ccc(C(=O)N4CCCC4)cc3o2)cc1	-7	26	0	-4	-4	1	1	-1	1.1
Cc1ccccc1C(=O)NC1CCN(CC(=O)N2CCCCC2C)CC1 (stereo not given)	-2	15	0	1	-8	-1	0.99	1	1
COc1ccc(NC(=O)CSC(C)c2nc3ccccc3c(=O)[nH]2)cc1 (stereo not given)	6	10	-2	-18	-6	-1	1.2	1	0.94
CN(CC(=O)Nc1ccc(Cl)c(Cl)c1)CC(=O)Nc1ccc2c(c1)OCO2	-12	22	-6	-10	-8	-1	1.1	-2	1.1
CCCCOc1ccc(C(=O)NCC(=O)NCC(=O)OCC)cc1	-2	9	-1	-5	-6	-1	1.1	0	1
O=c1cc(NC2CCCCCC2)[nH]c(=O)[nH]1	-8	0	-2	-17	-5	-5	1.2	-7	1.1
